Source: PubChem (National Center for Advancing Translational Sciences (NCATS))
Epigenetic reg: epigenetic control regulation, reporter derepression. Potency, µM (highest dose often 53.9 µM), for inactives: at the top dose GFP activation, hits mostly activators. AID 1865. 280,000 compounds, 0.2% hits. murine LDR cells, GFP reporter derepression, 30 h; further: % of control where 0% means no effect; nearly all actives have a fitted effect of over 60% in size
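In this reporter-derepression format, murine cells bearing a silenced integrated CMV-GFP locus incubate with test compound (30 h, 37 C), then are washed and imaged; fluorescent objects of 20–120 um count as induced cells.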
RECQ1 inh: blocks DNA unwinding by human RECQ1; P46063; RECQ1 DNA unwinding, red fluorescence kinetic read; Potency, µM (top dose mostly 57.3 µM), without a hit: at the highest dose activity, negative = inhibition, hits mostly inhibitors; 240,000 compounds, 0.54% hits; AID 2549;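 further: plate controls were vehicle for no effect and no enzyme for full effect; nearly all actives have a fitted effect of over 30% in size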
Target sequence (P46063 whole entry, looked up): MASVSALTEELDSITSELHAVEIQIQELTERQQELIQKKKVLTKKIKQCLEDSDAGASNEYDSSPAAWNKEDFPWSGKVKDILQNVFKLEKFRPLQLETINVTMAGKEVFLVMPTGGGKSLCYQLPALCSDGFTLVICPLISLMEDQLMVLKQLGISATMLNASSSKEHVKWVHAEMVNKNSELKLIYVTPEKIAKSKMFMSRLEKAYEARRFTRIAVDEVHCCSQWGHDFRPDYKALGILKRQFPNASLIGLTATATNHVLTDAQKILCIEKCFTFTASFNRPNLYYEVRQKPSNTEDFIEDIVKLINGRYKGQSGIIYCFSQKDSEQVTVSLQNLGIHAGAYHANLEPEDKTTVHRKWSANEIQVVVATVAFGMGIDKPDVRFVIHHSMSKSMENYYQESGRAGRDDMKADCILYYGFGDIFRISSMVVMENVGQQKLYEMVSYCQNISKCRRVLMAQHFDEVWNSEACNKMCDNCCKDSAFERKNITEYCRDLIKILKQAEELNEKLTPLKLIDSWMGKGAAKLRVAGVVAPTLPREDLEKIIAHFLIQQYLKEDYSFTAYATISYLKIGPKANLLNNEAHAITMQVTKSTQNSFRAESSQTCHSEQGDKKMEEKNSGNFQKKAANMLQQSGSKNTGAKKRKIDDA
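RECQ1T1 50 nM; forked duplex (20 bp + 30-nt ss tails) 200 nM, ATP 2 mM final; pH 8.0, 2 mM MgCl2, 2.5 ug/ml poly(dI-dC); 15 min compound preincubation; discontinuous kinetic read over 2 h at RT.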
NPSR antag: neuropeptide S receptor (human) antagonism, cAMP. Q6W5P4. CHO-NPSR cells, cAMP TR-FRET, antagonist mode. Potency, µM (highest dose often 38.3 µM), inactives show at the highest dose activity change, negative = inhibition, actives largely listed as inhibitors. 220,000 compounds, 1% hits; further: on the % scale 0 is the no-effect control and ±100 the full control effect; nearly all actives have a fitted effect of over 50% in size; many of its hits are not listed in these tables
GoLoco inh red: RGS12 GoLoco-Gai1 interaction inhibition. Gai1:RGS12 GoLoco peptide FP, rhodamine, 10 min. Potency, µM (top dose mostly 61.6 µM), inactives show at the highest dose activity, negative = inhibition, most hits filed as inhibitors. 230,000 compounds, 0.44% hits; active means well fitted inhibition curve with a large enough effect, not every such curve was filed as active; inactive means no such curve, though single readings can be large or run the other way; further: on the % scale 0 is the no-effect control and ±100 the full control effect; nearly all actives have a fitted effect of over 30% in size; many of its hits are not listed in these tables
JMJD2E inh: inhibitors of human JMJD2E histone demethylase; B2RXH2; JMJD2E catalytic domain, FDH-coupled NADH fluorescence (FDH is formaldehyde dehydrogenase); Potency, µM (series often up to 57.1 µM), inactives show top-dose activity change, negative = inhibition, hits mostly inhibitors; 230,000 compounds, 1.6% hits; AID 2147; active means well fitted inhibition curve with a large enough effect, not every such curve was filed as active; inconclusive means small, poorly fitted or top-dose-only effect, or another doubt; inactive means no such curve, though single readings can be large or run the other way;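 further: 0% = wells with enzyme and -100% = buffer wells without enzyme; nearly all actives have a fitted effect of over 50% in size; many of its hits are not listed in these tables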
Target sequence (B2RXH2 1-337 limits assumed): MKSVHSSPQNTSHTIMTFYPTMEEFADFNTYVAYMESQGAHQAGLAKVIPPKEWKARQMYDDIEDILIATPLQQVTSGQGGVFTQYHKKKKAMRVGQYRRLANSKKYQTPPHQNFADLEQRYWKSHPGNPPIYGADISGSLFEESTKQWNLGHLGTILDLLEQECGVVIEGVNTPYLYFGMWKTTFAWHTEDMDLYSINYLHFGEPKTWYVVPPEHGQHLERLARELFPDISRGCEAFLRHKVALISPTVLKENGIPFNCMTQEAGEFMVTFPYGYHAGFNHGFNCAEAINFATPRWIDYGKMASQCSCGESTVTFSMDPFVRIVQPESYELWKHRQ
IMPase Li inh: cell-permeable IMPase inhibitors with lithium potentiation; CHO-M1 cells, IP1 TR-FRET (IP-One), carbachol + lithium; Potency, µM (highest dose often 59.4 µM), for inactives: top-dose activity, negative = IMPase inhibition, actives largely listed as inhibitors; 210,000 compounds, 0.35% hits; AID 1457;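 further: IP1 builds up when IMPase is blocked and the TR-FRET signal falls; plate controls were basal vehicle for no effect and high inhibitor control for full effect; nearly all actives have a fitted effect of over 50% in size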
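Readout is a homogeneous TR-FRET IP1 immunoassay (Ex 320, Em 665 and 620), where raised cytosolic IP1 lowers signal. Cells were CHO-M1 treated 30 min at 37C with test compounds plus a little lithium; AC50 values came from Hill-equation fitting.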
KinaseGlo FLuc: blocks Kinase-Glo luciferase, a counter-screen artifact; AID 1379; Kinase-Glo luciferase, ATP luminescence, 8 min; Q27757; Potency, µM (titrated, usually from 38.3 µM), for the others: at the highest dose activity change, negative = inhibition, most hits filed as inhibitors; 200,000 compounds, 0.28% hits; further: on the % scale 0 is the no-effect control and ±100 the full control effect; nearly all actives have a fitted effect of over 60% in size
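Compounds were added to a substrate mix at pH 7.2 (50 mM imidazole, 10 uM ATP, within the enzyme's linear range), followed by Kinase-Glo detection reagent; luminescence was measured after 8 minutes at ambient temperature.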
SMN2 splice enh: increases expression of the SMN2 splice variant; AID 1458; HEK293 SMN2-luciferase splicing reporter, luminescence, 30-36 h; 210,000 compounds, 2.8% hits; Potency, µM (titrated, usually from 46.1 µM), for inactives: at the highest dose activity change, positive = activation, hits mostly activators; further: % of control where 0% means no effect; nearly all actives have a fitted effect of over 55% in size
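qHTS luciferase splicing reporter: luminescence rises when SMN2 exon 7 is included in transfected HEK293 cells. Compound exposure lasted 30-36 h at 37C, with 4.5 mM final sodium butyrate as control, followed by a ONE-Glo read.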
An asterisk follows results filed as active; i = inactive; u = inconclusive; x = not tested or not shown; & = joins results of further samples; [ ] = another dose, or the depositor's remark. Unless noted, the call rests on the fitted dose curve; in most records, active means well fitted curve in the direction sought with a large enough effect; inconclusive means small, poorly fitted or top-dose-only effect, or another doubt; inactive means no such curve, though single readings can be large; an effect the other way counts as inactive or inconclusive. Potency means the concentration at half of the fitted maximal effect. Some of the compounds tested; count on the stated rates, not on these rows.

SMILES	Epigenetic reg	RECQ1 inh	NPSR antag	GoLoco inh red	JMJD2E inh	IMPase Li inh	KinaseGlo FLuc	SMN2 splice enh
CC(C(=O)NCC1CCCCC1)N(C)Cc1cccc(Cl)c1 (stereo not given)	-1.3%	-17.0%	-32.8%	4.3%	6.3%	14.2%	2.2%	-5.3%
CSc1ccc(S(=O)(=O)NCCSC(C)(C)C)cc1	-0.2%	-8.0%	-16.3%[46.1 µM]	8.0%	6.2%	20.3%[38.3 µM]	17.7%	-31.7%[inhibitor]
O=C(CCC1COc2ccccc2O1)NCC1COc2ccccc2O1 (stereo not given)	-0.8%	-7.4%	-5.3%[46.1 µM]	2.5%	-19.8%	6.7%	0.3%	-18.5%
Cc1c(NC(=O)CSc2ccc(Cl)cc2)c(=O)n(-c2ccccc2)n1C	-6.0%	-1.0%	13.1%	-5.0%	8.0%	-0.8%	-1.3%	2.9%
O=C(NC1=NN(c2ccccc2)CC1)Nc1ccccc1F	1.1%	-7.6%	5.7%	6.8%	u	x	x	x
COc1cc(/C=N/N2C(=O)c3ccccc3NC2(C)c2cccc([N+](=O)[O-])c2)cc(Br)c1O (stereo not given)	0.0%	-10.8%	u	0.0%	0.4%	17.2%[38.3 µM]	-6.6%	-5.4%
Cc1ccccc1C(=O)NNC1=NCCC1	0.1%	i	-3.4%[46.1 µM]	-1.6%	-2.1%	22.5%[38.3 µM]	-1.7%	-36.6%[inhibitor]
Cc1ccc(C(=O)N/C(=C\c2ccccc2F)c2nc(=S)[nH][nH]2)cc1	-2.9%	-0.6%	u	12.4%	0.9%	7.2%	-2.6%	0.6%
CC(=O)Cc1nnn(-c2cc(C)on2)n1	0.0%	-0.1%	-4.7%	3.7%	0.4%	x	x	x
Nc1c(NCCC2=CCCCC2)c(=O)[nH]c(=O)n1Cc1ccccc1	-1.5%	4.5%	0.3%[46.1 µM]	8.8%	-5.3%	5.2%[38.3 µM]	0.4%	-5.7%
Cc1cccc(Nc2cc(=O)[nH]c(=O)[nH]2)c1C	-0.9%	-7.4%	17.3%	6.3%	1.7%	-1.0%	-2.4%	11.9%[1.84 µM]
C=CCOn1c(=O)c(-c2cc3ccccc3o2)[n+]([O-])c2ccccc21	0.0%	i	-18.3%[46.1 µM]	x	-1.7%	x	x	x
Cc1ccc(S(=O)(=O)N2CCC(C(=O)Nc3ccccc3N3CCCCC3)CC2)cc1	-6.4%	i	u	x	-2.9%	x	x	x
CCCC/C=C/C(NC(=O)CCc1ccccc1)c1ccccc1 (stereo not given)	-3.1%&0.7%	-10.7%&-13.1%	-30.4%	3.8%&2.1%	-7.5%&5.7%	20.2%&6.2%	-3.9%&2.3%	-34.9%&-29.7%[inhibitor]
Cc1ccc(S(=O)(=O)Nc2ccccc2C(=O)Nc2ccc(S(=O)(=O)Nc3nccc(C)n3)cc2)cc1	-3.0%	-5.3%	-34.4%	6.6%	u	-11.2%	0.9%	6.8%
S=C(NCc1ccc2c(c1)OCO2)NC1CC1	2.1%	i	7.1%	-3.5%	-5.0%	-8.4%	3.2%	-1.4%
O=C(CN1C(=O)C2C3C=CC(C3)C2C1=O)NCCc1ccccc1 (stereo not given)	1.8%	6.3%	0.9%[46.1 µM]	-9.4%	-2.1%	8.8%	-1.2%	u
CCCCOC(=O)n1c(=O)oc2ccc(S(=O)(=O)N3CCCCC3)cc21	4.5%	17.7%	-12.3%	-1.6%	0.7%	x	x	x
COc1ccc(-c2noc(CCC(=O)N3CCN(c4cc(C)ccc4C)CC3)n2)cc1	8.5%	-15.9%	u	-66.1%	-2.3%	51.7%[activator][38.3 µM]	-3.4%	8.7%
ClC1(Cl)CC1CSc1ncn[nH]1 (stereo not given)	-3.9%	-15.6%	11.3%	1.5%	-7.4%	-6.6%	-0.5%	-0.1%
COc1ccc(N2CCN(c3ncnc4c3cnn4-c3ccc(C)cc3C)CC2)cc1	-7.0%	-18.6%	-3.4%[46.1 µM]	2.1%	0.9%	25.2%[38.3 µM]	3.9%	-64.4%[inhibitor]
O=C(NC(=S)Nc1cccc(NC(=O)c2ccccc2)c1)c1cccc([N+](=O)[O-])c1	-1.1%	-2.9%	-13.4%	2.4%	-2.9%	4.4%	2.1%	8.0%
COc1ccc(Cl)cc1NC(=O)NCCN1CCCCC1	-0.2%	i	9.6%	2.7%	4.4%	13.7%	0.1%	2.5%
O=C(NC(=S)Nc1ccc2[nH]ncc2c1)c1ccccc1	-1.0%	i	-17.6%[46.1 µM]	-5.2%	3.5%	13.2%[38.3 µM]	-6.4%	21.6%
Cc1ccc(C(NC(=O)N2CCOCC2)C(Cl)Cl)cc1F (stereo not given)	0.0%	-2.2%	27.3%	-0.6%	-1.9%	-5.6%	3.5%	2.6%
Cc1c(Cl)cccc1N1C(=O)CC(NNC(=O)c2cccnc2)C1=O (stereo not given)	-0.9%	-0.4%	u	32.1%[activator]	u	-2.8%	2.6%	-0.9%
CCOC(=O)N1CCN(C(=O)CSc2nnc(-c3ccc(C(C)(C)C)cc3)o2)CC1	-1.0%	-5.0%	2.3%	-16.4%	-1.2%	12.1%	5.1%	-11.5%
COC(=O)c1ccc(CSc2nc3sc(C(=O)O)c(C)c3c(=O)[nH]2)cc1	-2.0%	i	3.3%	12.6%	10.8%	8.0%	-0.3%	-7.9%
Cn1c(-c2ccc3c(c2)OCO3)cc(=O)c2ccccc21	7.9%	-7.5%	10.5%	5.0%	u	4.4%	-0.4%	5.2%
COCCNC(=O)C1CC(=O)N(C2CCCCC2)C1 (stereo not given)	1.3%	i	3.9%[46.1 µM]	-0.8%	9.0%	5.0%[38.3 µM]	-0.8%	6.3%
CCCn1c(N)c(N(CCOC)C(=O)/C=C/c2cccc(Cl)c2)c(=O)[nH]c1=O	-4.6%	i	4.3%	6.5%	-4.6%	-2.7%	0.7%	-23.0%
Cc1cc(C)n(-c2ccc(C(=O)Nc3nnc(C)s3)cc2)n1	-3.8%	-6.2%	-10.2%[46.1 µM]	3.2%	11.8%	21.7%[38.3 µM]	-0.9%	2.2%
O=C(NCCCN1CCCCC1)C1(S(=O)(=O)c2ccc(Cl)cc2)CC1	-0.8%	-0.8%	17.1%[46.1 µM]	3.4%	-5.1%	27.9%[38.3 µM]	0.2%	7.4%
CCCc1cc(=O)[nH]c(SCC(=O)Nc2nc3ccc(OCC)cc3s2)n1	1.8%	i	20.8%	13.4%	-11.0%	7.4%	1.8%	x
CN1C(=O)c2ccccc2C(C(=O)O)C1c1cccc(F)c1 (stereo not given)	0.2%	i	-5.6%[46.1 µM]	x	-2.0%	x	x	x
Fc1ccccc1N1CCN(CC2CC3C=CC2C3)CC1 (stereo not given)	-1.5%	-2.8%	-16.2%[46.1 µM]	-8.3%	-15.9%	12.7%[38.3 µM]	2.4%	-4.2%
COc1ccccc1N(CC(=O)Nc1ccccc1C)S(C)(=O)=O	-1.0%	-5.2%	-2.7%[46.1 µM]	6.2%	3.0%	9.4%	1.7%	u
CCCC(=O)Nc1ccc(Nc2ccccc2)cc1	-0.9%	-7.5%	-22.2%	-9.8%	7.2%	14.1%	-0.7%	-17.0%
Cc1ccc(NC(=O)CCC(=O)N/N=C/c2coc3ccccc3c2=O)cc1	-1.1%	-2.5%	4.4%	0.7%	-4.4%	x	x	x
CCn1ncc(C2=NOC(C(=O)Nc3cccc(O)c3)C2)c1C (stereo not given)	-2.2%	-5.1%	17.9%	7.4%	0.7%	-3.4%	9.5%	-10.2%
CCCC(CCC)C(=O)Nc1cccc(C(=O)O)c1	-1.6%	-7.3%	-4.2%[46.1 µM]	5.4%	-16.0%	17.1%[38.3 µM]	-0.9%	-6.9%
Cc1ccc(NC(=O)Cc2noc3ccccc23)c(C)c1	-2.0%	-6.5%	-6.6%	3.5%	8.0%	5.2%	-4.9%	-17.4%
N#C/C(=C\c1ccncc1)c1nc2ccccc2c(=O)[nH]1	-4.3%	i	-16.5%	14.8%	u	4.3%	-0.8%	13.1%
O=C(C/C=N\OCc1c(Cl)cccc1Cl)Oc1ccc(Cl)cc1Cl	-1.5%	i	9.4%[46.1 µM]	0.8%	-1.4%	5.8%[38.3 µM]	3.5%	-7.6%
CCOC(=O)CSc1nc2cc(C(=O)NCc3ccco3)ccc2c(=O)n1-c1ccc(F)cc1	0.0%	i	-3.2%[46.1 µM]	-0.6%	1.1%	-12.2%	0.2%	u

Quoted at random: three records from the list.
SMILES	Epigenetic reg	RECQ1 inh	NPSR antag	GoLoco inh red	JMJD2E inh	IMPase Li inh	KinaseGlo FLuc	SMN2 splice enh
CCn1ncc(C2=NOC(C(=O)Nc3cccc(O)c3)C2)c1C (stereo not given)	-2.2%	-5.1%	17.9%	7.4%	0.7%	-3.4%	9.5%	-10.2%
CCCn1c(N)c(N(CCOC)C(=O)/C=C/c2cccc(Cl)c2)c(=O)[nH]c1=O	-4.6%	i	4.3%	6.5%	-4.6%	-2.7%	0.7%	-23.0%
Fc1ccccc1N1CCN(CC2CC3C=CC2C3)CC1 (stereo not given)	-1.5%	-2.8%	-16.2%[46.1 µM]	-8.3%	-15.9%	12.7%[38.3 µM]	2.4%	-4.2%

Further compounds follow:
SMILES	Epigenetic reg	RECQ1 inh	NPSR antag	GoLoco inh red	JMJD2E inh	IMPase Li inh	KinaseGlo FLuc	SMN2 splice enh
CCN(CC)S(=O)(=O)c1ccc(OC)c(NC(=O)c2cccs2)c1	-1.1%	-15.5%	25.9%	5.9%	7.2%	19.0%	-4.7%	x
CCOC(=O)Cn1c2[n+](c3ccccc31)CC(O)CS2 (stereo not given)	1.0%	i	-2.6%[46.1 µM]	15.8µM*	-5.2%	18.3%[38.3 µM]	1.5%	13.1%
COc1cc2cc(CN(C(=O)NC3CCCCC3)C3CCCC3)c(=O)[nH]c2cc1OC	1.1%	-1.1%	u	2.2%	u	9.5%[38.3 µM]	0.5%	2.0%
Cc1cccc(OCC(O)CN2CC3(C)CC2CC(C)(C)C3)c1 (stereo not given)	0.0%	-1.0%	12.8%	-2.2%	-19.8%	7.9%	0.6%	x
CC(/C=N/n1c(-c2ccccn2)n[nH]c1=S)=C\c1ccccc1	-1.0%	i	29.6%	5.7%	-6.1%	x	x	x
